TMEM16A inh: blocks the mouse calcium-activated chloride channel TMEM16A | Q8BHY3 | HEK293 TMEM16A/YFP iodide influx fluorescence, ionomycin | normalized B-score (activity score, 25-100; higher = stronger inhibition) at 10 µM | 310,000 compounds, 1.2% hits;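 active means ratio plate-corrected score three or more library SD toward inhibition, starting fluorescence score within five deviations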;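 further: score derived from kinetic fluorescence span divided by baseline fluorescence per well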
HDAC3 inhib: inhibitors of human histone deacetylase 3. O15379. recombinant HDAC3, fluorogenic peptide/trypsin coupled, fluorescence. inhibition, % at 8.3 µM. 320,000 compounds, 0.15% hits; in the data active means inhibition above about 26%, passing the limit was not always enough
MrgX1 allo act: allosterically activates human MrgX1 receptor signaling | MrgX1-HEK293, Fluo-4 calcium flux, FDSS; active compounds read high | 310,000 compounds, 0.63% hits | Q96LB2 | B-score at 10 µM;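 active means plate-corrected calcium response at least 3 library SD above typical, normal starting fluorescence, not activating the receptor alone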;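 further: compound read alongside a low EC10 to EC30 dose of BAM8-22 agonist; peak minus trough fluorescence over baseline measured at the second addition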
SKKanGAS inh: inhibitors of SKKanGAS S. pyogenes growth in kanamycin (SK-promoter or general growth effect); BacTiter-Glo, 6 h; inhibition, % at 7.5 µM; 300,000 compounds, 1.3% hits;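 active means mean replicate score, as percent of positive control median, at least 50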;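 further: strain carries kanamycin resistance gene driven by streptokinase promoter and grows in 40 µg/ml kanamycin; loss of luminescence reflects streptokinase promoter inhibition or plain growth inhibition; 0% = median of DMSO wells and 100% = positive control at its reference dose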
MrgX1 antag: antagonists of human MrgX1 receptor; B-score at 10 µM; 310,000 compounds, 1.3% hits; AID 588676; Q96LB2; MRGX1-HEK293 calcium flux, Fluo-4, BAM8-22 antagonism; active compounds read low;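 active means calcium-response B-score plate-corrected more than 3 library SD below zero, starting fluorescence within 5 deviations, no agonist response on first addition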;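 further: peak minus trough fluorescence over baseline after final BAM8-22 challenge near maximal dose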
RGS4 pot: RGS4 potentiation or activation | 310,000 compounds, 0.92% hits | HEK293 M3R/inducible RGS4, carbachol calcium flux Fluo4; active compounds read low | AID 463111 | B-score at 10 µM;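 active means B-score of the integrated calcium signal more than 4 SD below the library mean, with starting fluorescence not abnormally high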;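 further: negative B-score means reduced calcium response which marks RGS4 activation or potentiation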
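Detection: kinetic calcium fluorescence imaging with Fluo4-AM dye, 2 µM / Material: HEK293 cells with stable M3R and inducible RGS4 / Schedule: recording 10 s baseline at 1 Hz, 100 s post-agonist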
RGS4 block: inhibitors of human RGS4. HEK293 M3R/RGS4 inducible, Fluo-4 calcium flux; active compounds read high; triggered by carbachol at its EC20. P49798. 310,000 compounds, 0.45% hits. B-score at 10 µM;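 active means B-score, a plate-corrected calcium signal, over three deviations above library mean, with baseline fluorescence within five deviations of library mean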;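 further: RGS4 expression induced by doxycycline in cells with stable M3 receptor; B-score is computed from the integrated fluorescence ratio over baseline after carbachol; higher B-score means a larger calcium signal and so more RGS4 inhibition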
MrgX1 agonist: activates human MrgX1 receptor signaling | B-score at 10 µM | Q96LB2 | AID 588627 | MrgX1-HEK293 cells, Fluo-4 calcium fluorescence, agonist mode; active compounds read high | 310,000 compounds, 0.44% hits;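 active means calcium response B-score plate-corrected fluorescence ratio at least 3 library SD, with starting fluorescence B-score inside 5 SD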
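Material: HEK293 cells stably expressing human MrgX1 receptor | Quantity: 15,000 cells per well | Times: Cells plated overnight, dye loaded 0.5 h 37 °C, 0.5 h room temperature | Measured by: Kinetic Fluo-4 NW fluorescence of intracellular calcium | Control set: Positive and negative controls per plate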
TRPC6 activator: mouse TRPC6 channel activation; HEK293-TRPC6 membrane potential dye fluorescence; active compounds read high; 310,000 compounds, 0.13% hits; B-score at 10 µM; AID 2550;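 active means B-score of the integrated fluorescence ratio above library mean plus 3 SD, and starting fluorescence ratio within library mean plus 5 SD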;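 further: higher score means more depolarization so channel activation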
Target sequence (Q61143 whole entry, looked up): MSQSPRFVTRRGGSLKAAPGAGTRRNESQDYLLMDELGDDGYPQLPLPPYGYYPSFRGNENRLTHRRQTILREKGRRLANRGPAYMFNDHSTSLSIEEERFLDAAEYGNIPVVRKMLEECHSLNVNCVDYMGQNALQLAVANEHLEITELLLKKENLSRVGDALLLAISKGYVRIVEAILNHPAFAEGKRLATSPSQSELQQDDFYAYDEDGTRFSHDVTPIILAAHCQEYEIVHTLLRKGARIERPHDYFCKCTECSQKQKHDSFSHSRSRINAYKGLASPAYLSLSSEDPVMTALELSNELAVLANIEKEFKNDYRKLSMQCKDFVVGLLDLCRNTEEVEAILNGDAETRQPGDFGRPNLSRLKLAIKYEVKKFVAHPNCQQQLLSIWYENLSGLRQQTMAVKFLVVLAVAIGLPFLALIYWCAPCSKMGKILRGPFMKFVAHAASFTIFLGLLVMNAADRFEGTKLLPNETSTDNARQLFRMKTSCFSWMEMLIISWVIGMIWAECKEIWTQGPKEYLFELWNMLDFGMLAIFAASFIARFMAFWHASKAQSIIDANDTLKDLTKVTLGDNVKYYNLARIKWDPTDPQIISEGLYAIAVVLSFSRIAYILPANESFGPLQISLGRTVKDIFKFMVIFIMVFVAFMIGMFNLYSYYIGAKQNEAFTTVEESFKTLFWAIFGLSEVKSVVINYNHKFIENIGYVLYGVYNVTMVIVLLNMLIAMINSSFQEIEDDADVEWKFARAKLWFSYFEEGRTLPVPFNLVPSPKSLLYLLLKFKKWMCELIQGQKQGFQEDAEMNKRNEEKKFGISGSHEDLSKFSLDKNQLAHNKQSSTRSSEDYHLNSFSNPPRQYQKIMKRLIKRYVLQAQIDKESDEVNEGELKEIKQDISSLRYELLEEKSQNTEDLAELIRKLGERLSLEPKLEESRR
TMEM16A act: activates or potentiates the mouse TMEM16A chloride channel; HEK293 TMEM16A/YFP-H148Q/I152L, iodide quench fluorescence; active compounds read low; B-score at 10 µM; 340,000 compounds, 0.3% hits; AID 623877;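 active means fluorescence-ratio B-score plate-corrected deviation score at least 3 library SD below zero, with starting fluorescence score within 5 deviations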;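 further: channel opened by trigger with iodide after compound preincubation; score built on the fluorescence ratio of max minus min over baseline; more negative score means more quench and so TMEM16A activation or potentiation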
TRPC6 inhibitor: blocks the mouse TRPC6 cation channel. Q61143. HEK293-TRPC6, membrane potential dye, ACh-evoked depolarization; active compounds read low. B-score at 10 µM. 310,000 compounds, 1.1% hits. AID 2553;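 active means B-score under library mean minus 3 SD, initial fluorescence not abnormally high, positive integrated signal ratio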;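 further: B-score derived from integrated fluorescence ratio over the kinetic read; more negative B-score means stronger inhibition of depolarization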
Numbers without * were called inactive.

For O=[N+]([O-])c1ccc(-n2nncc2-c2ccccc2)cc1 the results were TMEM16A inh inactive, HDAC3 inhib -5, MrgX1 allo act inactive, SKKanGAS inh -2, MrgX1 antag inactive, RGS4 pot inactive, RGS4 block inactive, MrgX1 agonist inactive, TRPC6 activator inactive, TMEM16A act inactive and TRPC6 inhibitor inactive.
CN(C)c1ccc(Nc2nc(N)c([N+](=O)[O-])c(N3CCOCC3)n2)cc1 was read as TMEM16A inh inactive, HDAC3 inhib 9, MrgX1 allo act inactive, SKKanGAS inh 10, MrgX1 antag inactive, RGS4 pot inactive, RGS4 block inactive, MrgX1 agonist inactive, TRPC6 activator inactive, TMEM16A act inactive and TRPC6 inhibitor inactive.
Screening Cc1ccc(NC(=O)c2cccs2)cc1NC(=O)c1cccc(F)c1 returned TMEM16A inh inactive, HDAC3 inhib 6, MrgX1 allo act inactive, SKKanGAS inh 10, MrgX1 antag inactive, RGS4 pot inactive, RGS4 block inactive, MrgX1 agonist inactive, TRPC6 activator inactive, TMEM16A act inactive and TRPC6 inhibitor inactive.
`Cc1ccccc1OCCC(=O)N(CC(=O)Nc1ccccc1C(F)(F)F)Cc1ccco1` gave TMEM16A inh inactive, HDAC3 inhib 1, MrgX1 allo act inactive, SKKanGAS inh -3, MrgX1 antag inactive, RGS4 pot inactive, RGS4 block inactive, MrgX1 agonist inactive, TRPC6 activator inactive, TMEM16A act inactive and TRPC6 inhibitor inactive.
Cc1cccc2nc(CSc3nnc4ccccn34)cn12 was read as TMEM16A inh inactive, HDAC3 inhib -3, MrgX1 allo act inactive, SKKanGAS inh 9, MrgX1 antag inactive, RGS4 pot inactive, RGS4 block inactive, MrgX1 agonist inactive, TRPC6 activator inactive, TMEM16A act inactive and TRPC6 inhibitor inactive.
`O=C(Nc1cccc(C(F)(F)F)c1)c1cccnc1NCCc1ccccc1` gave TMEM16A inh 25*, HDAC3 inhib 18, MrgX1 allo act inactive, SKKanGAS inh 29, MrgX1 antag inactive, RGS4 pot inactive, RGS4 block inactive, MrgX1 agonist inactive, TRPC6 activator inactive, TMEM16A act inactive and TRPC6 inhibitor inactive.
Cc1ccc(NS(=O)(=O)c2ccc(Br)s2)cc1S(=O)(=O)N1CCOCC1 was read as TMEM16A inh inactive, HDAC3 inhib 1, MrgX1 allo act inactive, SKKanGAS inh 12, MrgX1 antag inactive, RGS4 pot inactive, RGS4 block inactive, MrgX1 agonist inactive, TRPC6 activator inactive, TMEM16A act inactive and TRPC6 inhibitor inactive.
For CCOc1ccc(S(=O)(=O)N2CCC(C(=O)OC(C)C(=O)N3CCOCC3)CC2)cc1 (stereo not drawn) the results were TMEM16A inh inactive, HDAC3 inhib 1, MrgX1 allo act inactive, MrgX1 antag inactive, RGS4 pot inactive, RGS4 block inactive, MrgX1 agonist inactive, TRPC6 activator inactive, TMEM16A act inactive and TRPC6 inhibitor inactive.
Cc1ccc(/C=N/N=C2/NC(=O)C(CC(=O)N3CCOCC3)S2)cc1 (stereo not drawn) was read as TMEM16A inh inactive, HDAC3 inhib 1, MrgX1 allo act inactive, SKKanGAS inh -9, MrgX1 antag inactive, RGS4 pot inactive, RGS4 block inactive, MrgX1 agonist inactive, TRPC6 activator inactive, TMEM16A act inactive and TRPC6 inhibitor inactive.
For COCCCn1c(=O)c2ccccc2c2ccccc2c1=O the results were TMEM16A inh inactive, HDAC3 inhib -1, MrgX1 allo act inactive, SKKanGAS inh 2, MrgX1 antag inactive, RGS4 pot inactive, RGS4 block inactive, MrgX1 agonist inactive, TRPC6 activator inactive, TMEM16A act inactive and TRPC6 inhibitor inactive.
Screening CN1/C(=C\C(=O)CSc2nncn2C)C(C)(C)c2ccccc21 returned TMEM16A inh inactive, HDAC3 inhib 1, MrgX1 allo act inactive, SKKanGAS inh 0, MrgX1 antag inactive, RGS4 pot inactive, RGS4 block inactive, MrgX1 agonist inactive, TRPC6 activator inactive, TMEM16A act inactive and TRPC6 inhibitor inactive.
Screening COc1cccc(SCc2noc(C(=O)NCCCN3CCOCC3)c2C(=O)NCCCN2CCOCC2)c1 returned TMEM16A inh inactive, HDAC3 inhib -3, MrgX1 allo act inactive, SKKanGAS inh 3, MrgX1 antag inactive, RGS4 pot inactive, RGS4 block inactive, MrgX1 agonist inactive, TRPC6 activator inactive, TMEM16A act inactive and TRPC6 inhibitor inactive.
`CCc1ccccc1NC(=O)CNC(=O)c1cccc(S(=O)(=O)N2CCN(Cc3ccccc3)CC2)c1` gave TMEM16A inh inactive, HDAC3 inhib 2, MrgX1 allo act inactive, SKKanGAS inh 32, MrgX1 antag inactive, RGS4 pot inactive, RGS4 block inactive, MrgX1 agonist inactive, TRPC6 activator inactive, TMEM16A act inactive and TRPC6 inhibitor inactive.
Screening C[C@@]12C(=O)N(c3cccc(Cl)c3)C(=O)N1[C@H](c1ccc(Cl)cc1)[C@@H]1C(=O)N(C3CCCCC3)C(=O)[C@@H]12 returned TMEM16A inh inactive, HDAC3 inhib -7, MrgX1 allo act inactive, SKKanGAS inh 11, MrgX1 antag inactive, RGS4 pot inactive, RGS4 block inactive, MrgX1 agonist inactive, TRPC6 activator inactive, TMEM16A act inactive and TRPC6 inhibitor inactive.
Screening COc1cccc(NC(=O)CN2C(=O)NC(C)(CC(C)C)C2=O)c1 (stereo not drawn) returned TMEM16A inh inactive, HDAC3 inhib -1, MrgX1 allo act inactive, SKKanGAS inh -2, MrgX1 antag inactive, RGS4 pot inactive, RGS4 block inactive, MrgX1 agonist inactive, TRPC6 activator inactive, TMEM16A act inactive and TRPC6 inhibitor inactive.
`CN1CCN(C(=O)CCc2nc3ccccc3n2-c2ccccc2)CC1` gave TMEM16A inh inactive, HDAC3 inhib 3, MrgX1 allo act inactive, SKKanGAS inh -12, MrgX1 antag inactive, RGS4 pot inactive, RGS4 block inactive, MrgX1 agonist inactive, TRPC6 activator inactive, TMEM16A act inactive and TRPC6 inhibitor inactive.
`COc1cccc(C(=O)c2c[nH]c(C(=O)NCc3cccs3)c2)c1` gave TMEM16A inh inactive, HDAC3 inhib 1, MrgX1 allo act inactive, SKKanGAS inh -6, MrgX1 antag -7.8*, RGS4 pot inactive, RGS4 block inactive, MrgX1 agonist inactive, TRPC6 activator inactive, TMEM16A act inactive and TRPC6 inhibitor inactive.
For O=C(Nc1nccs1)C1CCN(S(=O)(=O)c2ccc(F)cc2)CC1 the results were TMEM16A inh inactive, HDAC3 inhib -16, MrgX1 allo act inactive, SKKanGAS inh 2, MrgX1 antag inactive, RGS4 pot inactive, RGS4 block inactive, MrgX1 agonist inactive, TRPC6 activator inactive, TMEM16A act inactive and TRPC6 inhibitor inactive.
`Cc1nc(SCC(=O)c2ccccc2)c([N+](=O)[O-])[nH]1` gave TMEM16A inh inactive, HDAC3 inhib 4, MrgX1 allo act inactive, SKKanGAS inh -8, MrgX1 antag inactive, RGS4 pot inactive, RGS4 block inactive, MrgX1 agonist inactive, TRPC6 activator inactive, TMEM16A act inactive and TRPC6 inhibitor inactive.
`Cc1ccc(NS(=O)(=O)c2ccc(NC(=O)c3cccc(NC(=O)C(C)C)c3)cc2)cc1` gave TMEM16A inh inactive, HDAC3 inhib -4, MrgX1 allo act inactive, SKKanGAS inh 31, MrgX1 antag inactive, RGS4 pot inactive, RGS4 block inactive, MrgX1 agonist inactive, TRPC6 activator inactive, TMEM16A act inactive and TRPC6 inhibitor inactive.
Screening O=C1CN(C(=O)CSc2nnnn2-c2ccc(Cl)cc2)c2ccccc2N1 returned TMEM16A inh inactive, HDAC3 inhib -7, MrgX1 allo act inactive, SKKanGAS inh 9, MrgX1 antag inactive, RGS4 pot inactive, RGS4 block inactive, MrgX1 agonist inactive, TRPC6 activator inactive, TMEM16A act inactive and TRPC6 inhibitor inactive.
Screening COc1cc(C(=O)N(C)CC2CCN(CCc3cccc(C(F)(F)F)c3)CC2)ccc1C returned TMEM16A inh inactive, HDAC3 inhib -3, MrgX1 allo act inactive, SKKanGAS inh -3, MrgX1 antag inactive, RGS4 pot inactive, RGS4 block inactive, MrgX1 agonist inactive, TRPC6 activator inactive, TMEM16A act inactive and TRPC6 inhibitor inactive.
Screening COC(C[C@H]1O[C@H]1[C@H](O)COCc1ccccc1)OC returned SKKanGAS inh 0, RGS4 pot inactive, RGS4 block inactive, TRPC6 activator inactive, TMEM16A act inactive and TRPC6 inhibitor inactive.
Screening CC1c2[nH]c3ccccc3c2CCN1C(=O)Nc1ccccc1 (stereo not drawn) returned TMEM16A inh inactive, HDAC3 inhib 5, MrgX1 allo act inactive, SKKanGAS inh -6, MrgX1 antag -7.5*, RGS4 pot inactive, RGS4 block inactive, MrgX1 agonist inactive, TRPC6 activator inactive, TMEM16A act inactive and TRPC6 inhibitor inactive.
`Cc1c(-c2ccccc2)oc2c(C(=O)OCC(=O)Nc3cccc(F)c3)cccc2c1=O` gave TMEM16A inh inactive, HDAC3 inhib -2, MrgX1 allo act inactive, SKKanGAS inh 31, MrgX1 antag inactive, RGS4 pot inactive, RGS4 block inactive, MrgX1 agonist inactive, TRPC6 activator inactive, TMEM16A act inactive and TRPC6 inhibitor inactive.
For O=C(CSc1nc2[nH]ncc2c(=O)[nH]1)NCc1ccc(F)cc1 the results were TMEM16A inh inactive, HDAC3 inhib 1, MrgX1 allo act inactive, SKKanGAS inh 0, MrgX1 antag inactive, RGS4 pot inactive, RGS4 block inactive, MrgX1 agonist inactive, TRPC6 activator inactive, TMEM16A act inactive and TRPC6 inhibitor inactive.
`Cc1ccc(OC(=O)COc2ccccc2C)c(-n2nc3ccccc3n2)c1` gave TMEM16A inh inactive, HDAC3 inhib 1, MrgX1 allo act inactive, SKKanGAS inh 6, MrgX1 antag inactive, RGS4 pot inactive, RGS4 block inactive, MrgX1 agonist inactive, TRPC6 activator inactive, TMEM16A act inactive and TRPC6 inhibitor inactive.
Screening Cc1cc(C)c(C)c(S(=O)(=O)N[C@@H](C)C(=O)OCc2cc(=O)n3cc(Br)ccc3n2)c1C returned TMEM16A inh inactive, HDAC3 inhib 6, MrgX1 allo act inactive, SKKanGAS inh -11, MrgX1 antag inactive, RGS4 pot inactive, RGS4 block inactive, MrgX1 agonist inactive, TRPC6 activator inactive, TMEM16A act inactive and TRPC6 inhibitor inactive.

Compound activity from PubChem.
